# GPR55 LPI antagonism: inhibition of LPI-stimulated GPR55 beta-arrestin translocation – imaging, U2OS, beta-arrestin-GFP, LPI agonist, primary screen (AID 2013) | U2OS GPR55 beta-arrestin-GFP translocation imaging, LPI antagonism; higher % means a stronger effect | inhibition, % at 10 µM, or IC50 in µM where a hit was titrated | actives 0.13% (n = 290,000);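 active = spots per cell inhibited over 60%, with over 100 cells counted and total cytoplasm intensity under 500,000; inconclusive = wells with under 100 cells, flagged as likely toxic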;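 also: U2OS cells stably carrying GPR55 and arrestin-GFP stimulated by 5 µM LPI near EC80; imaged beta-arrestin-GFP aggregate spots per cell after agonist stimulation; plate controls were LPI-stimulated DMSO wells for no effect and DMSO wells without LPI for full effect; some results filed as inactive read as strong as hits; confirmed hits need IC50 under 10 µM and bright autofluorescent wells are also inconclusive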
# GPR55 activation: selective activators of receptor GPR55 – imaging, U2OS cells, beta-arrestin-GFP redistribution, primary screen (AID 1961); U2OS GPR55 beta-arrestin-GFP redistribution imaging; higher % means a stronger effect; actives 0.048% (n = 290,000); activation, % at 10 µM, or EC50 in µM where a hit was titrated;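 active = activation above 40% with more than 50 cells counted in the well; inconclusive = wells holding fewer than 50 cells, flagged as toxic or sparse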;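 also: U2OS osteosarcoma cells stably expressing GPR55 and beta-arrestin-GFP; plate controls were DMSO negative control for no effect and LPI positive control for full effect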
# KOR beta-arrestin-1: KOR antagonists, beta-arrestin recruitment, cell-based, luminescence, uHTS (AID 1778); KOR beta-arrestin recruitment, luminescence, antagonist mode; higher % means a stronger effect; inhibition, % at 10 µM, or IC50 in µM where a hit was titrated; actives 0.091% (n = 290,000); also: strong numbers were not always called active
# NOD2 inhibition: NOD2 signaling inhibitors, cell-based, luminescence, uHTS, HEK293 (AID 1566). HEK293 NOD2/NF-kB luciferase reporter, luminescence; higher % means a stronger effect. actives 0.63% (n = 290,000). inhibition, % at 4 µM, or EC50 in µM where a hit was titrated; also: many of its hits are not listed in these tables
# GPR35 antagonists: GPR35 antagonists blocking zaprinast-driven arrestin recruitment, primary screen, imaging, U2OS, beta-arrestin-GFP, zaprinast agonist (AID 2058); U2OS GPR35 beta-arrestin-GFP translocation imaging, zaprinast antagonism; higher % means a stronger effect; one-dose inhibition, % at 10 µM; IC50 in µM for titrated hits; actives 0.052% (n = 290,000);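 active = inhibition of at least 50% with at least 30 cells and total cytoplasm GFP at most 10,000,000; inconclusive = under 30 cells or total GFP of 10,000,000 plus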
# KOR beta-arrestin-2: KOR agonists, beta-arrestin recruitment, primary screen, cell-based, luminescence, uHTS (AID 1777); KOR beta-arrestin recruitment, luminescence; higher % means a stronger effect; activation, % at 10 µM, or EC50 in µM where a hit was titrated; actives 0.02% (n = 280,000); in the data active = activation above about 50%, passing the limit was not always enough; also: a part of the inactive calls stands beside numbers as strong as those of hits
# Myeloid diff MLP: compounds promoting myeloid differentiation. ER-HoxA9 myeloid progenitors, lysozyme-GFP differentiation, flow cytometry. calls only at 10 µM. actives 1% (n = 360,000);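 active = normalized GFP-positive differentiation at or above the plate's own cutoff, the solvent-only control mean plus 3 SD; inconclusive = no clear call, values can overlap the other calls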;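 also: cells exposed to compound for four days before flow analysis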
# NOD1 inhibition: inhibition of NOD1-driven NF-kB reporter – cell-based, luminescence, uHTS, primary screen (AID 1578) | NOD1-driven NF-kB luciferase reporter cells, luminescence; higher % means a stronger effect | inhibition, % at 4 µM, or EC50 in µM where a hit was titrated | actives 1% (n = 290,000); in the data active = inhibition mostly above about 36%, no sharp cut-off; inactive = mostly below about 34%;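 also: HEK-293T reporter cells stimulated with the NOD1 agonist gamma-tri-DAP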
# HIV peptide binding: cell-free HIV fusion peptide-binding blockers – biochemical, uHTS, fluorescence dequenching, primary screen (AID 1986); cell-free peptide binding, fluorescence dequenching, 30 min; higher % means a stronger effect; inhibition, % at 20 µM; hits with a dose series show IC50 in µM; actives 0.3% (n = 290,000); in the data active = inhibition mostly above about 52%, no sharp cut-off; inactive = mostly below about 76%; also: some results filed as inactive read as strong as hits
# Myeloid diff MLP GFP+ MAC1+ %: recorded beside Myeloid diff MLP, whose call it bears; GFP+ MAC1+ double positive, %; measured here: differentiation confirmed by MAC1 staining
# * hit, by the source's call; i = inactive; ? = inconclusive; · = no result given; + = active, no number; [ ] = another dose, or the depositor's remark. Rule as the data show it, unless noted: active = inhibition above about 50%; inactive = the rest. The list is partial (hit frequency here may not be typical).
SMILES,GPR55 LPI antagonism,GPR55 activation,KOR beta-arrestin-1,NOD2 inhibition,GPR35 antagonists,KOR beta-arrestin-2,Myeloid diff MLP,Myeloid diff MLP GFP+ MAC1+ %,NOD1 inhibition,HIV peptide binding
CCCNS(=O)(=O)c1ccc(OCC(=O)NCC2CCCO2)cc1 (centres undefined),7.9%,-0.4%,-9.2%,3.8%,8.6%,2.2%,·,·,-35.4%,1.9%
Cc1cc2nc(CO)[nH]c2cc1C,5.6%,0.4%,22.7%,1.9%,9.3%,3.5%,i,0.1,-8.6%,-0.7%
Cc1ccsc1C(=O)NCC(=O)OCc1ccccc1,3.9%,-0.1%,25.6%,-1.7%,-7.8%,-3.0%,i,2.5,-32.4%,1.2%
CC(C(=O)c1c[nH]c(C(=O)N=CN(C)C)c1)c1ncc(C(F)(F)F)cc1Cl (centres undefined),-2.9%,0.0%,-8.8%,11.8%,-6.5%,-2.9%,i,0.1,-33.0%,-1.6%
O=c1c2c(nc3nc(NCc4cccc5ccccc45)[nH]n13)CCC2,12.8%,0.6%,13.9%,9.7%,-11.6%,-1.1%,i,0.6,-36.4%,2.0%
COc1ccc(CN2CCC(N3CC(C)OC(C)C3)CC2)c(OC)c1 (centres undefined),5.0%,0.0%,-1.7%,-19.6%,-11.0%,-1.5%,i,0.3,-7.1%,-0.7%
Cc1nc(SCC(=O)Nc2ccc3c(c2)OCCO3)c2oc3ccccc3c2n1,-4.0%,-0.2%,-2.2%,14.4%,2.0%,0.1%,i,1.2,16.5%,-3.9%
CCN(CC)c1ccc(NC(=O)c2ccco2)cc1,2.5%,0.6%,0.0%,-106.9%,11.5%,-0.9%,i,0.6,-45.5%,1.8%
CCN(CC)CCNC(=O)NC1CCCCC1,-1.8%,0.0%,27.8%,-7.7%,-2.0%,5.0%,i,1.9,-23.1%,0.1%
CCOCCn1c(N2CCCC2)nc2c1c(=O)[nH]c(=O)n2C,-1.7%,0.2%,-21.4%[20 µM],-2.6%,10.6%,-0.7%,i,0.8,-21.5%,-0.1%
Cc1cccc(Nc2ccc(C(=O)N3CCOCC3)cn2)c1,9.5%,-0.1%,-20.2%,-31.5%,-7.0%,-2.5%,i,0.0,19.2%,-2.6%
Cc1cc(OCCCN2CCN(Cc3ccccc3)CC2)ccc1[N+](=O)[O-],20.0%,-0.1%,-44.2%[20 µM],14.9%,-18.0%,-8.5%,i,0.0,-8.0%,1.0%
CCOC(=O)N1CCC(NC(=O)C2CCN(C(=O)c3cc4sccc4n3CC)CC2)CC1,12.3%,0.3%,12.7%,11.2%,-10.2%,-3.3%,i,0.4,-0.4%,0.2%
CCCCOC(=O)c1ccc(NC(=O)C(CCS(C)(=O)=O)NC(C)=O)cc1 (centres undefined),-16.3%,0.3%,-6.8%,-0.2%,10.6%,2.0%,i,0.6,22.6%,-4.3%
CC(=O)Oc1ccc(/C=C2/C(=O)N(c3ccccc3)N=C2C)cc1,-0.1%,0.0%,24.6%,16.6%,15.9%,-5.7%,i,0.2,5.1%,3.9%
CC(C)(C)NC(=O)c1cccc(NC(=O)CSc2ccc(Cl)cc2)c1,11.9%,-0.3%,-16.9%,18.4%,-4.4%,3.9%,i,0.5,-4.9%,1.4%
COc1ccc(S(=O)(=O)N(Cc2ccccc2)c2ccccc2C(=O)N2CCOCC2)cc1,-5.4%,-0.2%,-11.0%,0.2%,2.8%,-3.1%,i,0.3,-5.8%,-0.5%
O=C(c1ccccc1)N1CCN(c2ccc([N+](=O)[O-])c(NCC3CCCO3)c2)CC1 (centres undefined),11.4%,-0.1%,24.3%[20 µM],11.0%,-0.6%,-6.2%,i,0.3,-44.5%,-0.8%
CCOc1cc(NS(=O)(=O)c2ccc(OC)cc2)c(OCC)cc1NC(C)=O,-3.2%,-0.3%,-16.8%,12.4%,8.8%,5.0%,i,0.1,-47.7%,-0.2%
O=C(O)CC(c1ccccc1)N1C(=O)c2cccc([N+](=O)[O-])c2C1=O (centres undefined),6.9%,-0.2%,-18.7%[20 µM],1.7%,-4.6%,-1.8%,i,0.6,-27.5%,-0.4%
CCOC(=O)Cc1nc2nc(C)cc(C)n2n1,-1.3%,-0.1%,-39.5%[20 µM],1.2%,2.3%,-3.7%,i,0.0,-10.1%,-2.1%
COc1ccccc1CNC(=O)CN1C(=O)c2cccc(N)c2C1=O,-1.3%,0.4%,10.7%,-17.7%,4.7%,-1.1%,i,1.5,-33.0%,10.4%
Cc1ccc(/C=N/NC(=O)CSc2nc3ccccc3n2Cc2ccccc2)o1,9.5%,0.1%,-15.4%,10.1%,-8.1%,2.9%,i,0.5,-0.2%,6.3%
COc1cc2nc(/C=C/c3ccc(N(C)C)cc3)sc2cc1SC,12.4%,-0.2%,-17.5%,10.5%,30.8%,5.4%,+,20.2*,-31.8%,135.1%

# Random excerpt: 2 records from the list.
SMILES,GPR55 LPI antagonism,GPR55 activation,KOR beta-arrestin-1,NOD2 inhibition,GPR35 antagonists,KOR beta-arrestin-2,Myeloid diff MLP,Myeloid diff MLP GFP+ MAC1+ %,NOD1 inhibition,HIV peptide binding
CCN(CC)CCNC(=O)NC1CCCCC1,-1.8%,0.0%,27.8%,-7.7%,-2.0%,5.0%,i,1.9,-23.1%,0.1%
CC(C)(C)NC(=O)c1cccc(NC(=O)CSc2ccc(Cl)cc2)c1,11.9%,-0.3%,-16.9%,18.4%,-4.4%,3.9%,i,0.5,-4.9%,1.4%

# Next section.
SMILES,GPR55 LPI antagonism,GPR55 activation,KOR beta-arrestin-1,NOD2 inhibition,GPR35 antagonists,KOR beta-arrestin-2,Myeloid diff MLP,Myeloid diff MLP GFP+ MAC1+ %,NOD1 inhibition,HIV peptide binding
COc1ccc(OC)c(C2=NOC(C(=O)NCc3cccs3)C2)c1 (centres undefined),-19.8%,0.3%,-22.1%,-17.2%,4.8%,0.5%,i,0.2,-28.3%,3.8%
CN(C)S(=O)(=O)c1cccc(CSc2cccc[n+]2[O-])c1,8.9%,-0.1%,-13.0%,-2.3%,10.3%,-1.7%,i,1.1,-15.4%,5.1%
C=CCn1c(C)cc(C(=O)CSc2nnc(NCc3ccccc3)s2)c1C,-3.4%,-0.3%,-60.9%,-7.6%,-3.5%,-2.3%,i,4.4,3.1%,-1.8%
Cc1cccc(OCCSc2ncnc3nc[nH]c23)c1,17.9%,-0.2%,7.0%,12.9%,-28.1%,5.9%,i,1.0,16.1%,-0.8%
Cc1ccccc1NC(=O)Cc1ccccc1,0.9%,-0.3%,-9.8%,4.8%,2.0%,-1.1%,i,0.7,-26.1%,1.9%
O=C(Nc1cccc(F)c1)NC1(C(=O)NCC2CCCO2)CCCCC1 (centres undefined),7.8%,-0.2%,0.6%,12.0%,-0.4%,-2.2%,i,1.5,-19.2%,-1.1%
COc1ccc(-c2noc(-c3ccccc3Cl)n2)cc1OC,2.5%,0.2%,-54.2%,-38.7%,14.7%,7.5%,i,7.7,-35.3%,-2.5%
CCC(C)NC(=O)C1c2ccccc2C(=O)N1Cc1ccc(OC)cc1OC (centres undefined),11.3%,0.0%,11.3%,5.3%,12.1%,-5.9%,i,0.7,-5.1%,-0.6%
O=C(Nc1ccc(N2CCN(C(=O)c3ccco3)CC2)cc1)c1ccccc1,5.9%,0.8%,-36.5%[20 µM],-5.2%,-6.8%,·,i,1.1,-26.3%,-1.6%
CCCOc1ccc(NC(=O)CC2C(=O)N(CC)C(=S)N2Cc2cccs2)cc1 (centres undefined),7.4%,-0.1%,0.1%,3.0%,12.3%,0.7%,i,0.4,16.7%,1.6%
CCOc1ccc(N=C(/C(C(=O)C(=O)N2CCOCC2)=C(\O)c2ccccc2)c2ccccc2)cc1,1.9%,-0.5%,26.5%,-37.1%,-5.7%,-0.5%,i,0.2,-37.5%,8.2%
Cc1ccc(S(=O)(=O)c2c(N)n(NC(=O)c3ccccc3C)c3nc4ccccc4nc23)cc1,-5.9%,-0.1%,15.5%,-5.7%,-2.4%,0.6%,i,1.1,-2.0%,0.3%
Cc1[nH]c(C)c(C(=O)/C=C/c2ccc([N+](=O)[O-])cc2)c1C,-3.2%,-0.1%,5.9%,6.9%,10.4%,-8.2%,i,0.6,-9.1%,0.5%
N#CC1=C(Nc2ccc(Br)cc2)CCC1,-5.0%,0.0%,-8.0%,-7.9%,-10.5%,2.8%,i,2.3,-23.9%,-1.8%
CC(C)Oc1ccc(/C(O)=C2/C(=O)C(=O)N(CCN3CCOCC3)C2c2ccccc2)cc1 (centres undefined),-8.3%,-0.1%,-2.6%,-8.5%,9.1%,-0.9%,i,0.8,-11.6%,-0.6%
CCOC(=O)/C(C(N)=NCC(C)C)=C(/O)c1ccccc1,5.0%,-0.1%,17.9%,1.2%,5.9%,-0.9%,i,0.6,-36.5%,-1.2%
O=C(CCNS(=O)(=O)c1ccc(Br)s1)N1CCN(c2ccccc2)CC1,5.2%,0.0%,-36.9%,10.8%,4.9%,2.3%,i,0.8,10.9%,0.1%
O=S1(=O)CC=C(CSc2nc3ccccc3[nH]2)C1,6.6%,-0.1%,6.8%,8.5%,-17.1%,0.0%,i,0.7,2.1%,0.5%
CC(C)CNC(=S)NC1CC2CCCC(C1)N2Cc1cccs1 (centres undefined),17.7%,-0.3%,39.8%,25.9%,10.1%,0.8%,i,5.1,19.7%,-4.3%
Cc1nc2ccccn2c1C(=O)/C=C/c1cccc([N+](=O)[O-])c1,-9.8%,-0.1%,-26.6%[20 µM],-32.6%,2.4%,-0.3%,?,·,101.0%*,0.7%
COc1ccc(/C=C2/SC(=S)N(NS(=O)(=O)c3ccc(C)cc3)C2=O)cc1,-0.4%,·,-13.5%,-17.1%,-0.1%,1.4%,i,0.6,-19.3%,53.9%
CCOc1cc(C)nc(N2CCC(C(=O)Nc3ccccc3OCC)CC2)n1,-0.7%,-0.3%,-30.2%,18.4%,0.6%,-0.9%,i,1.7,1.9%,2.6%
O=C(CS(=O)(=O)Cc1ccccc1)NCc1ccc2c(c1)OCO2,-6.4%,-0.4%,0.5%,-12.4%,-5.8%,2.6%,i,0.3,7.6%,-0.5%
CC(C)c1ccc(NC(=O)COc2ccc(F)cc2C(=O)c2cnn(-c3ccccc3)c2)cc1,-5.7%,-0.2%,12.9%,-81.4%,16.7%,0.3%,i,0.5,11.1%,-1.7%
CN(C)N1C(N)=C(C#N)C(c2ccc(F)cc2)C2=C1CCCC2=O (centres undefined),3.2%,0.0%,29.9%,-7.5%,2.6%,-3.6%,i,0.4,-5.0%,-0.3%
Cc1cc(C(=O)CSCCCn2c(=O)[nH]c3ccccc32)c(C)n1C,-12.6%,-0.5%,-4.2%,1.1%,-8.0%,-0.6%,i,1.4,-13.2%,1.4%

# High-throughput results (PubChem)
